Salmonella PhoP GFP = PhoP regulon inhibitors, Salmonella typhi PhoP promoter GFP reporter, confirmatory (AID 1850); Salmonella Typhi PhoP-promoter GFP reporter, fluorescence, 4 h; higher % means a stronger effect; one-dose inhibition, % at 50 µM; IC50 in µM for titrated hits; actives 0.33% (n = 310,000); in the data active means a potency from the dose series; inconclusive means inhibition mostly from about 25% at the one dose, without a potency; inactive means the rest, 99 in 100 with inhibition below about 19%;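 further: 0% = induced wells with vehicle and 100% = uninduced wells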
H1N1 NS1A inhibition = H1N1 influenza NS1A inhibitors, functional cell based assay (AID 504329). NS1A functional cell-based assay, percent inhibition; higher % means a stronger effect. one-dose inhibition, % at 12.5 µM; IC50 in µM for titrated hits. actives 0.3% (n = 340,000); in the data active means a potency from the dose series; inconclusive means inhibition above about 27% without an active follow-up result; further: strong numbers were not always called active
inhibitors of VEEV = inhibitors of VEEV TC-83 cytopathic effect, confirmation, Vero cells (AID 588727) | one-dose inhibition, % at 20 µM; IC50 in µM for titrated hits | actives 0.13% (n = 350,000) | Vero cells, VEEV TC-83 cytopathic effect inhibition; higher % means a stronger effect; in the data active means a potency from the dose series; inconclusive means inhibition mostly from about 14% at the one dose, without a potency; inactive means the rest, 99 in 100 with inhibition below about 12%; further: strong numbers were not always called active
tuberculosis growth = growth inhibition of non-replicating M. tuberculosis (AID 488890); Mycobacterium tuberculosis non-replicating, growth inhibition; higher % means a stronger effect; actives 0.39% (n = 320,000); one-dose inhibition, % at 25 µM; IC50 in µM for titrated hits; in the data active means a potency from the dose series; inconclusive means inhibition mostly from about 82% at the one dose, without a potency; inactive means the rest, 99 in 100 with inhibition below about 76%;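 further: plate controls were DMSO cells for no effect and high antibiotic wells for full effect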
M. tuberculosis HTS = M. tuberculosis growth inhibition, HTS (AID 449762); M. tuberculosis H37Rv growth inhibition, 7H9 media; higher % means a stronger effect; inhibition, % at 25 µM; hits with a dose series show IC50 in µM; actives 0.59% (n = 330,000); in the data active means a potency from the dose series; inconclusive means inhibition above about 70% without an active follow-up result;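 further: bacterial growth assessed after seven days of incubation; strong numbers were not always called active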
inhibitors of VEEV 10K pilot screen = second read-out of inhibitors of VEEV, no call of its own (marks repeat the call); inhibition, %; measured here: 10K pilot screen inhibition
* hit, by the source's call; i = inactive; ? = inconclusive; nt = not tested or not shown; & = joins results of further samples.

SMILES	Salmonella PhoP GFP	H1N1 NS1A inhibition	inhibitors of VEEV	tuberculosis growth	M. tuberculosis HTS	others
COc1ccc(S(=O)(=O)N2CCOCC2)cc1NC(=O)CSc1ncccn1	nt	-2%	5.2%	1%	-4%
CC1Cc2ccccc2N1C(=O)CSc1nnc2n1C(C)(C)Cc1ccccc1-2 (stereo not given)	-5%&-6%	2%	4.7%	35%	-1%
COc1ccc(/C=C2\N=C(C)OC2=O)cc1OC(C)=O	3%	-2%	0.2%	-10%	3%
O=C(C[C@@H]1C/C=C\C[C@H](NC(=O)OCC2c3ccccc3-c3ccccc32)C(=O)OC[C@@H]2CCCN2C1=O)N[C@@H](CO)Cc1ccccc1	nt	5%	2.6%	41%	2%
NC(=S)N/N=C/c1ccc(-c2cc(Cl)cc(Cl)c2)o1	-18%	9%	8.3%	5%	-5%
CCN(CCCNC(=O)C1CCN(S(=O)(=O)c2c(C)[nH]c(=O)[nH]c2=O)CC1)c1cccc(C)c1	5%	0%	0.2%	21%	-10%
CC(C)=CCN1CCC(n2nccc2NC(=O)c2ccccc2Cl)CC1	-6%	2%	0.7%	5%	-2%
COc1ccc(S(=O)(=O)CCc2nc3ccccc3s2)cc1	2%	-20%	0.2%	-5%	-9%
CN(CCOc1ccccc1Cl)Cc1ccccc1	-1%	-5%	3.5%	1%	1%
COc1ccc(NC(=O)[C@H](C)NC(=O)[C@@H]2Cc3ccccc3CN2C(=O)OC(C)(C)C)cc1	-2%	-3%	1.2%	14%	4%
CC(=O)NCCC(=O)Nc1nc2c(ccc3ccccc32)s1	10%	-5%	i	-14%	1%
Cc1ncccc1C(=O)N1CCCC(CNC(=O)c2ccc(-c3ccccc3)cc2)C1 (stereo not given)	12%	-5%	i	4%	-7%
CC(=O)C1=C(O)C=C(c2ccco2)CC1c1ccco1 (stereo not given)	-8%	11%	i	15%	6%
COc1ccc(-c2cc(C(F)F)n3ncc(C(=O)N4CCSCC4)c3n2)cc1	-3%	4%	8.7%	36%	-4%
COc1ccc(/C(N)=N/O)cc1O	-4%	3%	0.5%	-15%	-2%
COc1ccc(OC)c(NC(=O)CCNS(=O)(=O)c2cccc3nsnc23)c1	-4%	-8%	4.1%	-1%	-5%
O=C(CCC1CCCCC1)NC1=NCCS1	1%	5%	0.4%	62%	-6%
CN(CC(=O)Nc1ccccc1Br)C(=O)CCc1nc2ccccc2c(=O)[nH]1	1%	-4%	1.4%	-17%	-7%
COCc1nnc(NC(=O)c2c(-c3c(Cl)cccc3Cl)noc2C)s1	-9%	3%	0.8%	8%	4%
Cc1onc(-c2ccccc2Cl)c1C(=O)NCc1ccco1	-6%	-10%	i	37%	-25%
[N-]=[N+]=NC1C[C@H](n2ccc(=O)[nH]c2=O)O[C@@H]1CO (stereo not given in full)	4%	5%	0.4%	-9%	11%
CCC(=O)N1CCc2cc(OC)c(OC)cc2C1COc1ccc(OC)cc1 (stereo not given)	13%	-3%	0.6%	5%	-2%
N=C1SCC(=O)N1c1ncc(Cc2ccc(F)cc2)s1	15%	-4%	i	?	?
CC1CCN(C(=O)c2ccc(CSc3ccc(Cl)cc3)cc2)CC1	-8%	-8%	0.1%	38%	-1%
CCOc1ccc(NC(=S)N(CCN2CCOCC2)Cc2cc3cc4c(cc3[nH]c2=O)OCO4)cc1	4%	-13%	1.7%	14%	6%
COc1ccc(NC(=O)c2cc3c(CO)cnc(C)c3oc2=Nc2cccc(C)c2)c(OC)c1	nt	-14%	2.8%	nt	nt
Cc1ccc(COn2nnc3ccc(S(=O)(=O)N4CCOCC4)cc32)cc1	nt	-2%	5.4%	20%	-3%
COC(=O)COc1ccc(S(=O)(=O)Nc2ccc3c(c2)OCO3)cc1	4%	5%	0.1%	58%	12%
CCCCN(C(=O)c1c(C)noc1C)c1c(N)n(CCCC)c(=O)[nH]c1=O	4%	-11%	2.3%	16%	0%
c1ccc(-n2ccnc2)cc1	5%	-1%	0.5%	-2%	62%
CCCCc1c(O)c2ccccc2n(CCCC)c1=O	-4%	-5%	0.9%	1%	7%
COc1ccc(CCNC(=O)CCNS(=O)(=O)c2cccc3nonc23)cc1OC	-3%	-6%	0.0%	0%	2%
O=C(N(c1ccccn1)c1ccccn1)C12CC3CC(CC(C3)C1)C2	6%	-6%	1.0%	20%	5%
O=C(CSc1nc2ccccc2s1)Nc1cc(S(=O)(=O)N2CCOCC2)ccc1O	-1%	-1%	1.5%	37%	4%
Cn1c(Cl)c(/C=N/OC(=O)c2cccc(Cl)c2)c2ccccc21	2%	0%	1.6%	5%	0%
CCNC(=O)CSc1nnc(-c2cccs2)o1	10%	-5%	0.5%	nt	17%
Cc1cccc(NC(=O)CCSc2nnc(Cc3ccccc3)o2)c1	5%	30%	0.2%	4.1µM*	17µM*
CSc1n[nH]c(=O)n1-c1cccc(Cl)c1	3%	-17%	4.8%	-4%	-4%
COc1ccc(C(=O)NCCCSc2ccccc2)cc1F	6%	11%	1.8%	21%	-1%
CC(C)(C)S(=O)(=O)N1Cc2ccc(CO)cc2[C@@H]1CCO	nt	-20%	0.7%	nt	nt
O=Cc1cccn1-c1ccc(O)cc1	16%	-2%	0.2%	-11%	-4%
CC(=O)Nc1cccc(-c2nc3ccccc3s2)c1	0%	-9%	7.4%	14%	29%
CCN(CC)CCOC(=O)/C=C/c1ccccc1	1%	-13%	0.2%	-20%	-3%
COc1ccc(/C=N/NC(=O)c2ccncc2)cc1[N+](=O)[O-]	-1%	2%	0.4%	-17%	?
COc1ccc(NC(=O)CSC2=NC(=O)CC(C)=N2)cc1	0%	-3%	0.2%	1%	-10%
Cc1ccc(CN(CC(=O)NCc2ccccn2)S(=O)(=O)c2ccccc2)cc1	8%	12%	6.8%	11%	20%
COc1cc(O)oc1C=Nc1ccc(C(F)(F)F)cc1	8%	-2%	5.3%	3%	3%
COc1ccc2[nH]c(=O)c(CN(Cc3nnnn3Cc3ccco3)C3CCCCC3)cc2c1	-23%	12%	9.6%	10%	-1%
COc1ccc(OC)c(NC(=O)C(CC(C)C)NC(=O)C2CCCCC2)c1 (stereo not given)	-3%	3%	8.2%	34%	4%
O=C(Nc1ccc(F)cc1)C1CC2CCC1C2 (stereo not given)	3%	-3%	0.5%	75%	7%
CC(C)Oc1cccc(C(=O)C2CCCN(C(=O)c3ccnn3C)C2)c1 (stereo not given)	-6%	-8%	0.4%	4%	1%
CS(=O)(=O)N(CC(=O)NCc1ccc2c(c1)OCO2)Cc1ccccc1	5%	-7%	3.7%	6%	-3%
CCCOC1CCCN(C(=O)c2ccc(OC3CCN(Cc4ccccn4)CC3)cc2)C1 (stereo not given)	5%	-8%	0.3%	34%	0%
O=C(NCCc1ccccc1F)N[C@@H](Cc1ccccc1)C(=O)O	2%	-2%	i	16%	-5%
COc1ccc(NC(=O)c2ccc(Cl)c(S(=O)(=O)N3CC(C)OC(C)C3)c2)cn1 (stereo not given)	nt	-7%	i	-8%	-1%
COC(=O)c1ccc(Cl)c(S(=O)(=O)N2CCCC2)c1	1%	-2%	2.1%	-11%	-7%
Cc1scc(C(=O)Nc2ccon2)c1-c1ccccc1	0%	2%	4.3%	3%	-1%
COc1ccc(NC(=O)/C=C/c2ccc(OC)c(OC)c2)cn1	10%	-4%	3.0%	8%	1%
CCCCN(CC)CCCNC(=O)c1cn(C)c(=O)c2c1c1ccccc1n2C	-4%	-3%	i	7%	9%
Cc1ccc2c(NC(=O)C3CC3)cccc2n1	5%	6%	0.6%	17%	3%

Structural class: the compounds so far containing fluorine (six)
SMILES	Salmonella PhoP GFP	H1N1 NS1A inhibition	inhibitors of VEEV	tuberculosis growth	M. tuberculosis HTS	others
COc1ccc(-c2cc(C(F)F)n3ncc(C(=O)N4CCSCC4)c3n2)cc1	-3%	4%	8.7%	36%	-4%
N=C1SCC(=O)N1c1ncc(Cc2ccc(F)cc2)s1	15%	-4%	i	?	?
COc1ccc(C(=O)NCCCSc2ccccc2)cc1F	6%	11%	1.8%	21%	-1%
COc1cc(O)oc1C=Nc1ccc(C(F)(F)F)cc1	8%	-2%	5.3%	3%	3%
O=C(Nc1ccc(F)cc1)C1CC2CCC1C2 (stereo not given)	3%	-3%	0.5%	75%	7%
O=C(NCCc1ccccc1F)N[C@@H](Cc1ccccc1)C(=O)O	2%	-2%	i	16%	-5%

Continued.
SMILES	Salmonella PhoP GFP	H1N1 NS1A inhibition	inhibitors of VEEV	tuberculosis growth	M. tuberculosis HTS	others
COC(=O)[C@H](C)NC(=O)Nc1cc(Cl)ccc1C	-13%	-1%	i	-15%	-6%
CCOC(=O)C1=C(C)N=c2s/c(=C\c3cccc(OCC(=O)O)c3)c(=O)n2C1c1ccccc1 (stereo not given)	-4%	-9%	1.0%	3%	-3%
CCN(CC)C(=O)COC(=O)c1ccc(C)c(NC(=O)c2ccco2)c1	4%	-5%	i	1%	1%
Cc1cc2cc(C#N)c(SCC(=O)Nc3nonc3C)nc2cc1C	-31%	-12%	2.6%	-10%	13%
OCCC1CN(Cc2cccn2-c2nccs2)CCN1C1CCCCC1 (stereo not given)	-5%	-14%	i	16%	-2%	inhibitors of VEEV 10K pilot screen=0.5
Cc1ccc(NC(=O)CCN2C(=O)OC(C)(C)C2(C)O)cc1 (stereo not given)	2%	-5%	1.2%	-7%	-7%
O=C(/C=C/c1ccc(F)cc1)N1CCCN(C(=O)/C=C/c2ccc(F)cc2)CC1	-7%	-1%	0.3%	14%	-2%
Cc1cccc(C(=O)NC2CC3CCCC(C2)N3C(=O)NC2CCCCC2)c1 (stereo not given)	1%	-2%	3.5%	15%	-2%
Nn1c(SC/C=C/c2ccccc2)nnc1-c1cccnc1	-1%	-6%	1.2%	14%	-5%
O=c1cc(CSc2nnc(COc3cccc4ccccc34)o2)c2ccccc2[nH]1	2%	-15%	1.2%	6%	5%
CC12CCC(=O)N1C(C(=O)NCCN1C(=O)S/C(=C\c3ccccc3F)C1=O)CS2 (stereo not given)	11%	0%	8.0%	14%	-3%
COc1cccc(S(=O)(=O)N2CCN(C(=O)c3ccco3)CC2)c1	4%	-8%	1.0%	4%	-1%
Cc1cccc(-n2cnc(C(=O)O)c2)n1	-8%	-11%	1.4%	-6%	-5%
Cc1sc2ncn3c(C)nnc3c2c1C	-2%	-15%	1.2%	5%	-8%
O=C(Cc1ccc([N+](=O)[O-])cc1)OCc1c(F)cccc1Cl	4%	1%	0.1%	79%	8%
CCCCOc1ccc(C(=O)NCC(=O)NC2CC2)cc1	nt	-6%	1.5%	nt	nt
O=C(Nc1nnc(C2CC2)s1)c1ccco1	2%	3%	0.9%	5%	-5%
COCCCNC(=O)C[C@H]1C[C@H](C(=O)N2CCCCC2)[C@@]2(C)c3[nH]c4cc(-c5ccco5)ccc4c3CCN2C1=O	nt	-1%	i	nt	nt
O=S1(=O)N=C(Nc2ccc(O)c(CN3CCCCC3)c2)c2ccccc21	-8%	-5%	i	0%	6%
O=C(Nc1ccccc1O)c1nc(Cl)ccc1Cl	0%	4%	1.1%	-5%	0%
Cc1cc(NC(=O)COC(=O)c2ccccc2Cl)no1	nt	0%	1.8%	8%	-8%
CC(C)Oc1ccc(NC(N)=O)cc1	-7%	-9%	0.8%	nt	-12%	inhibitors of VEEV 10K pilot screen=0.1
CC(=O)c1ccc(S(=O)(=O)Nc2ccc(C(=O)NCC(c3ccccc3)N(C)C)cc2)cc1 (stereo not given)	10%	7%	0.7%	3%	4%
COc1ccc(N2CCN(C(=O)c3ccc(N4CCCCS4(=O)=O)cc3)CC2)cc1	-18%	-8%	0.6%	6%	0%
COc1cccc(-c2cc(C(=O)Nc3cccnc3)c3ccccc3n2)c1	13%	21%	8.0%	24%	45%
CC1=CC(c2ccccc2)n2nc(N3C(=O)C4CC=CCC4C3=O)nc2N1 (stereo not given)	2%	3%	i	-25%	-9%
N#Cc1ccc(-n2c(-c3ccccc3)nnc2-c2ccccc2)cc1C#N	-13%	7%	i	-1%	3%
O=C(C1CCCO1)N1CCC(O)(c2ccccc2)CC1 (stereo not given)	8%	18%	i	-8%	-8%
O=S(=O)(c1ccc(C(F)(F)F)cc1)N1CCN(CCc2ccccc2)CC1	3%	-8%	2.4%	8%	18%
O=C(Nc1ccc2c(c1)OCO2)c1cc(C2CC2)on1	6%	7%	2.2%	57%	0%

From PubChem

Compounds were not picked by outcome (roughly 1.4% active in at least one column).
